BCLXL inh: inhibitors of human Bcl-xL; 320,000 tested, 0.7% active; GST-Bcl-xL / FITC-Bim BH3 peptide fluorescence polarization; inhibition, % at 10.9 µM; AID 2129;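 active = inhibition above the mean of all tested compounds plus 3 SD, cutoff set per campaign, cut at about 30% in these data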;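 also: 0% = DMSO wells and 100% = unlabeled Bim-BH3 peptide competitor; inhibitors lower millipolarization by displacing the labeled peptide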
MCL1 BIM primary: disrupts human MCL1 binding to BIM-BH3 peptide; Q07820; GST-MCL1 / FITC-Bim-BH3 fluorescence polarization; inhibition, % at 10.9 µM; 320,000 tested, 0.68% active;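 active = inhibition above the mean inhibition of all tested compounds plus 3 SD, set per campaign, cut at about 40% in these data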;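 also: 0% = DMSO wells and 100% = unlabeled Bim-BH3 peptide control; higher means more loss of mP so more displacement of Bim peptide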
CIT2-GFP yeast: alters CIT2-GFP fluorescence in TOR pathway yeast screen. S. cerevisiae CIT2-GFP strain, flow cytometry, 3 h; 100 means same as DMSO wells. 320,000 tested, 0.065% active. GFP response vs DMSO, % at 10 µM. AID 2029;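 active = GFP response relative to DMSO above a set limit, near the screen mean plus 3 SD, cut at about 150% in these data; inconclusive = Fewer than 70 cells measured for a yeast strain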;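 also: ratio of well median GFP fluorescence to mean of DMSO wells on the plate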
MEX-5 binding: C. elegans MEX-5 TCR-2 RNA binding activity | Q9XUB2 | MEX-5/FITC-TCR2 RNA binding, fluorescence polarization; active compounds read low | activity score (negative = inhibition of binding), % at 10 µM | 300,000 tested, 0.38% active | AID 1832;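 active = inhibition past about -25% in most replicates, and total fluorescence under double the plate's negative control median, limit read from the data; inconclusive = replicates evenly split on the limit, or fluorescence at least double controls; inactive = too little inhibition in most replicates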;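 also: 0% = DMSO and -100% = 5 µM competing unlabeled TCR2 RNA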
Target sequence (Q9XUB2 whole entry, looked up): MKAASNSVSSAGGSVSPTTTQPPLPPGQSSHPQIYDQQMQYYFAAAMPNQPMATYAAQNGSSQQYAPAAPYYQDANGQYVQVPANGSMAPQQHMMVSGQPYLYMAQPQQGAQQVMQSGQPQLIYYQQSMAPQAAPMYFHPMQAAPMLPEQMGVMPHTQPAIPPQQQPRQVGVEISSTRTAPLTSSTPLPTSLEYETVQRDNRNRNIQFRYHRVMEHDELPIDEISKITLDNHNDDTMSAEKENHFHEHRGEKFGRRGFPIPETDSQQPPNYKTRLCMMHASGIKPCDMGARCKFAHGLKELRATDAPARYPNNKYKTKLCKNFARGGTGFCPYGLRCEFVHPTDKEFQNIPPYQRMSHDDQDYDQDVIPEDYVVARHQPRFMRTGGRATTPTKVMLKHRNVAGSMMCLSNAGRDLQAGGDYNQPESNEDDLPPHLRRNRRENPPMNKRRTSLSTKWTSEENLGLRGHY
GLD-1 TGE inh: GLD-1-TGE RNA interaction inhibition (C. elegans) | Q17339 | purified GLD-1 + fluorescein TGE RNA, fluorescence polarization | inhibition, % at 5.96 µM | 320,000 tested, 0.44% active | AID 2280;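 active = percent inhibition above a per-plate cutoff, the plate mean of test compounds plus 3 SD, cut at about 30% in these data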;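 also: 0% = DMSO wells with GLD-1 and probe and 100% = wells lacking GLD-1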
Target sequence (Q17339 whole entry, looked up): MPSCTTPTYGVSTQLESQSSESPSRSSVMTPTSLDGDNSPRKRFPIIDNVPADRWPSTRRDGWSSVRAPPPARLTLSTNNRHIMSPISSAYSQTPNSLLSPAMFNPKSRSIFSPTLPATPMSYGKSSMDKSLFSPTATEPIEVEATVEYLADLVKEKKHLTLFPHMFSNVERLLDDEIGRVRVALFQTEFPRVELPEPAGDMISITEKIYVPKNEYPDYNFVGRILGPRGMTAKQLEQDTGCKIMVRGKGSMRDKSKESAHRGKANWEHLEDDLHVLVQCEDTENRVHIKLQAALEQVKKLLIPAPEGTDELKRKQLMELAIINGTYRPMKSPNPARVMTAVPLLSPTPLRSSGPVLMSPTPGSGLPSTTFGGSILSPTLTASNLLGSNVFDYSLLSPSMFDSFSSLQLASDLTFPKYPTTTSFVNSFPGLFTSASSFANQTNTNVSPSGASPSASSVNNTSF
AGP1-GFP MLPCN: alters AGP1-GFP fluorescence in TOR pathway yeast screen. S. cerevisiae AGP1-GFP multiplex flow cytometry, 3 h; GFP as percent of DMSO wells. GFP response vs DMSO, % at 10 µM. 320,000 tested, 0.02% active;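 active = GFP response relative to DMSO above a set limit, near screen average plus 3 SD, cut at about 150% in these data; inconclusive = fewer than 70 cells counted for the yeast strain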;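 also: median GFP channel fluorescence of the gated AGP1 strain per well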
GRK2 inh: human GRK2 inhibition via aptamer displacement; inhibition of aptamer binding, % at 10 µM; bead flow cytometry, FAM-aptamer displacement from GRK2; 330,000 tested, 0.59% active;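 active = inhibition of aptamer binding above 40%, roughly 3 SD of noise, on plates passing a quality check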;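 also: median bead fluorescence of bound FAM aptamer so fluorescent compounds give negative values; no value below 0 was filed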
VLA-4 inh: inhibition in a human VLA-4 binding assay. VLA-4 expressing cells, ligand binding flow cytometry. inhibition, % (about 7 µM as worked out from the volumes in the protocol). 330,000 tested, 0.2% active; in the data active = inhibition above about 50%
Yeast superoxide: yeast age-related superoxide inhibition as caloric restriction mimetic | 330,000 tested, 0.18% active | S. cerevisiae aged cells, superoxide DHE fluorescence; active compounds read low | AID 2690 | superoxide response (% of plate mean), % at 10 µM;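 active = superoxide response under a set limit, about three screen SD below normal, cut at about 65% in these data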;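 also: yeast aged for seven days with compound at 30 °C before DHE staining; 100% = average MFI of all compound-treated wells on the plate with controls excluded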
Active calls of the source: *; ? = inconclusive; . = not tested or not shown.

item	canonical_smiles	VLA-4 inh	GLD-1 TGE inh	MEX-5 binding	CIT2-GFP yeast	BCLXL inh
1	Cc1cc(=O)[nH]c(SCC(=O)C23CC4CC(CC(C4)C2)C3)c1C#N	13.2	-1.9	-2.8	91.3	0.0
2	O=C(NCc1cccnc1)c1cnc2n(c1=O)CCS2	-50.9	4.0	0.0	164.3*	4.8
3	CCOC(=O)c1c(C)[nH]c(C(=O)CSc2ccccc2)c1C	-0.2	-3.5	0.3	105.4	2.7
4	Cn1cnnc1SCC(=O)Nc1sc2c(c1C#N)CCCCC2	13.5	2.9	0.0	92.7	6.6
5	CCOc1ccc(NC(=O)c2cccc(OC(=S)N3CCC(C)CC3)c2)cc1	8.7	-3.6	-5.1	92.0	0.1
6	COC(=O)C(Cc1ccccc1)P(=O)(c1ccccc1)c1ccccc1 (centres undefined)	5.5	-3.0	-1.6	102.6	1.4
7	Cc1ccc2nsnc2c1NC(=S)NC(=O)c1ccco1	-4.5	-3.2	0.0	99.8	4.4
8	CC(C1CC2CCC1C2)n1c(-c2ccco2)n[nH]c1=S (centres undefined)	-4.7	5.2	-0.9	96.9	-1.2
9	COc1cc(CCC(=O)OCC(=O)c2ccc[nH]2)cc(OC)c1OC	3.3	-11.4	.	94.4	0.5
10	COc1ccccc1C(=O)Nc1ccc(S(=O)(=O)N(C)c2ccccc2)cc1	-3.6	4.5	-2.6	87.2	2.6
11	CC(C)C(=O)N1CCN(CCN=CC2=C(O)CC(c3ccco3)CC2=O)CC1 (centres undefined)	2.4	5.6	-3.6	.	0.8
12	CN(Cc1nc(-c2cnccn2)no1)Cc1cccc2ccccc12	-8.0	0.4	0.8	106.9	3.0

item	AGP1-GFP MLPCN	MCL1 BIM primary	Yeast superoxide	GRK2 inh
1	99.3	0.1	98.0	2.0
2	113.8	6.6	89.7	0.0
3	98.5	5.8	102.2	2.0
4	97.0	10.5	103.8	0.0
5	96.0	1.0	88.1	0.0
6	108.2	-0.6	100.8	3.0
7	99.3	8.3	81.6	0.0
8	97.9	-6.5	97.0	2.0
9	101.9	-4.3	93.2	0.0
10	103.8	4.8	100.3	2.0
11	112.3	-3.3	101.8	2.0
12	99.8	1.6	108.4	0.0

2 compounds drawn at random from those above, as already listed:
item	canonical_smiles	VLA-4 inh	GLD-1 TGE inh	MEX-5 binding	CIT2-GFP yeast	BCLXL inh
6	COC(=O)C(Cc1ccccc1)P(=O)(c1ccccc1)c1ccccc1 (centres undefined)	5.5	-3.0	-1.6	102.6	1.4
9	COc1cc(CCC(=O)OCC(=O)c2ccc[nH]2)cc(OC)c1OC	3.3	-11.4	.	94.4	0.5

item	AGP1-GFP MLPCN	MCL1 BIM primary	Yeast superoxide	GRK2 inh
6	108.2	-0.6	100.8	3.0
9	101.9	-4.3	93.2	0.0

Structures shown so far that contain an aryl methoxy group:
item	canonical_smiles	VLA-4 inh	GLD-1 TGE inh	MEX-5 binding	CIT2-GFP yeast	BCLXL inh
9	COc1cc(CCC(=O)OCC(=O)c2ccc[nH]2)cc(OC)c1OC	3.3	-11.4	.	94.4	0.5
10	COc1ccccc1C(=O)Nc1ccc(S(=O)(=O)N(C)c2ccccc2)cc1	-3.6	4.5	-2.6	87.2	2.6

item	AGP1-GFP MLPCN	MCL1 BIM primary	Yeast superoxide	GRK2 inh
9	101.9	-4.3	93.2	0.0
10	103.8	4.8	100.3	2.0

Additional entries:
item	canonical_smiles	VLA-4 inh	GLD-1 TGE inh	MEX-5 binding	CIT2-GFP yeast	BCLXL inh
13	Cc1ccc(NC(=O)COC(=O)c2csc3c2CCC(C)C3)cc1S(=O)(=O)N1CCCCC1 (centres undefined)	17.6	7.9	1.3	104.4	-1.7
14	CCN1C(=O)c2cccc3c(S(=O)(=O)NCc4ccccn4)ccc1c23	-0.5	0.9	-3.1	105.5	-6.1
15	CC(=O)Nc1ccc(S(=O)(=O)N(c2cccnc2)S(=O)(=O)c2ccc(NC(C)=O)cc2)cc1	0.6	5.8	-0.1	99.9	7.2
16	Cc1cc(=O)[nH]c(SCC(=O)Nc2ccc(S(=O)(=O)N3CCOCC3)cc2)n1	29.5	5.8	-0.2	101.7	0.4
17	C=CCn1c(SCC(=O)Nc2nnc(C)s2)nnc1C1CC1	14.8	5.7	2.2	89.7	-5.2
18	CCc1ccc(C(=O)CN2C(=O)NC3(CCc4ccccc43)C2=O)cc1 (centres undefined)	6.3	0.5	.	91.7	-5.1
19	COc1cc(S(=O)(=O)NCc2ccncc2)c(OC)cc1C	6.7	-5.9	-1.3	99.3	1.1
20	O=C(O)c1cccc(N2CCCC2=O)c1	7.1	8.2	-1.7	109.0	6.5
21	COc1cc2c(cc1OC)/C(=C/C(=O)c1ccccc1)NCC2	-2.1	-11.7	1.5	93.8	4.6
22	COC(=O)c1cc(NS(=O)(=O)c2ccc(N3CCOCC3)c(NC(C)=O)c2)cc(C(=O)OC)c1	-12.5	-1.4	0.2	109.4	-2.2
23	CN(C)NC1=CC(=[N+]2CCCC2)CC(C)(C)C1	3.5	1.3	2.1	106.2	-10.8
24	COc1ccc(-c2nnn(CC(=O)NCCc3ccc(OC)c(OC)c3)n2)cc1	21.7	5.5	0.6	92.8	3.4

item	AGP1-GFP MLPCN	MCL1 BIM primary	Yeast superoxide	GRK2 inh
13	98.2	-15.5	113.4	0.0
14	104.6	0.4	100.7	2.0
15	103.9	-1.8	96.2	4.0
16	104.0	0.3	104.8	0.0
17	95.9	8.9	90.8	4.0
18	99.8	2.2	125.5	0.0
19	103.5	-3.4	94.0	0.0
20	100.3	2.0	91.3	0.0
21	87.6	-2.5	110.9	0.0
22	108.2	-10.3	110.4	2.0
23	100.2	-20.7	98.0	0.0
24	98.3	3.1	92.3	1.0

Next section
item	canonical_smiles	VLA-4 inh	GLD-1 TGE inh	MEX-5 binding	CIT2-GFP yeast	BCLXL inh
25	CC1CN(C(=O)CN2C(=O)c3ccccc3C2=O)CC(C)O1 (centres undefined)	-4.7	3.9	-0.4	104.8	-1.4
26	COc1ccc(N2C(=O)CC(Sc3nccc(C)n3)C2=O)cc1 (centres undefined)	7.5	2.9	-0.3	112.3	9.9
27	Cn1cc([C@@H]2C[C@H]3CN(Cc4cccc(Cl)c4)C(=O)[C@]34CCCN24)c(-c2ccccc2)n1	10.8	-1.8	0.3	87.3	3.8
28	CCN(CC)C(=O)CN1C(=O)/C(=C/c2ccccc2)SC1=S	7.6	-3.9	0.8	92.1	-0.3
29	C=CCNC(=S)NNc1nc(Nc2ccccc2)nc(N2CCCCC2)n1	4.4	2.6	0.7	.	5.6
30	COc1ccc2c(c1)c(=O)c(C(=O)c1ccccc1)cn2Cc1ccccc1	3.1	3.3	-0.8	104.3	0.5
31	O=C(N/C(=C/c1cccc([N+](=O)[O-])c1)C(=O)N1CCOCC1)c1ccc(Br)cc1	4.4	-4.8	0.2	83.5	5.0
32	COc1cccc(CNc2nc3nc(C)c(Cl)c(C)n3n2)c1	5.7	4.4	0.2	101.0	-9.8
33	CC(C)CNC(=O)[C@H]1N2C(=O)c3ccccc3C2SC1(C)C (some centres undefined)	9.9	7.2	-1.8	98.2	1.8
34	Nc1c(S(=O)(=O)c2ccccc2)c2nc3ccccc3nc2n1/N=C/c1ccco1	-8.2	2.9	1.7	103.2	8.8
35	CC(C#N)(Cc1ccccc1)Nc1ccccc1 (centres undefined)	-13.7	5.0	3.7	?	0.1
36	Cc1cccc(NC(=S)N=Nc2c(O)n(CN3CCOCC3)c3ccccc23)c1C	8.5	0.1	0.5	101.7	3.4

item	AGP1-GFP MLPCN	MCL1 BIM primary	Yeast superoxide	GRK2 inh
25	.	2.1	96.9	0.0
26	112.1	4.0	91.9	0.0
27	94.3	3.1	106.5	0.0
28	98.0	2.0	94.0	0.0
29	88.2	9.3	98.4	3.0
30	105.5	1.2	93.4	4.0
31	84.7	6.9	80.7	1.0
32	96.0	-6.1	107.6	4.0
33	101.3	-1.6	97.1	1.0
34	99.1	11.3	98.2	1.0
35	?	-2.0	110.2	0.0
36	97.7	13.7	110.7	2.0

(listing goes on)
item	canonical_smiles	VLA-4 inh	GLD-1 TGE inh	MEX-5 binding	CIT2-GFP yeast	BCLXL inh
37	O=C(/C=C/c1cccc([N+](=O)[O-])c1)OCC1CCCO1 (centres undefined)	-5.0	.	0.1	101.5	.
38	O=C(CC(c1ccccc1)c1cc(Br)ccc1O)NCc1ccco1 (centres undefined)	3.6	2.3	1.1	108.4	1.6
39	O=C(O)CCC(=O)N1CCN(Cc2ccc3c(c2)OCO3)CC1	22.5	6.5	-1.2	101.9	5.9
40	CN1CCN(C(=O)c2cccc(S(=O)(=O)N3CCCCC3)c2)CC1	1.8	-0.6	-2.2	65.7	4.0
41	CCOC(=O)C1CCCN(Cc2cccc(Cl)c2)C1 (centres undefined)	6.5	-135.3	-1.5	103.3	-8.1
42	CS(=O)(=O)N(CC(=O)N1CCN(c2ccccc2F)CC1)c1cccc(C(F)(F)F)c1	20.7	1.7	0.7	94.6	2.8
43	CC(C)(C)NC(=O)NC(=O)COC(=O)c1c(F)cccc1Cl	33.3	5.8	-0.1	92.7	2.6
44	O=Cc1cccn1-c1cccnc1	4.5	-1.5	-3.4	100.9	6.0
45	Cn1c(=O)c(C(=O)NCc2ccccc2Cl)c(O)c2ccccc21	-5.1	-0.1	-2.4	95.0	-2.2
46	CCOc1cc(S(=O)(=O)NCc2ccco2)c(OCC)cc1-n1cnnn1	1.1	6.7	-2.5	101.6	1.0
47	O=C(CN1CCN(c2nc(-c3ccccc3)cs2)CC1)Nc1ccc2c(c1)OCO2	-5.8	10.2	-2.3	100.1	5.0

item	AGP1-GFP MLPCN	MCL1 BIM primary	Yeast superoxide	GRK2 inh
37	97.7	.	94.4	0.0
38	105.3	-5.0	92.6	0.0
39	91.9	5.8	90.1	0.0
40	75.1	5.2	100.6	3.0
41	100.3	-5.0	90.8	1.0
42	98.2	4.6	92.1	4.0
43	93.5	1.8	98.8	0.0
44	103.7	1.8	93.0	6.0
45	91.0	0.6	104.6	1.0
46	98.5	-1.8	95.8	0.0
47	107.3	-0.3	95.4	1.0
